Assay outcomes as filed in PubChem.
PV pol inh: poliovirus RdRp elongation inhibitors, primary screen, biochemical, fluorescence polarization, total intensity; AID 588519, 2011; actives 0.66% (n = 150,000); Genome polyprotein (Poliovirus type 1 (strain Mahoney)), P03300; % elongation, % (compound at 16.7 µg/mL); poliovirus polymerase elongation; stronger effect = lower value; in the data active = % elongation below about 90%; also: some results filed as inactive read as strong as hits
Target sequence (P03300 1749-2209 limits assumed): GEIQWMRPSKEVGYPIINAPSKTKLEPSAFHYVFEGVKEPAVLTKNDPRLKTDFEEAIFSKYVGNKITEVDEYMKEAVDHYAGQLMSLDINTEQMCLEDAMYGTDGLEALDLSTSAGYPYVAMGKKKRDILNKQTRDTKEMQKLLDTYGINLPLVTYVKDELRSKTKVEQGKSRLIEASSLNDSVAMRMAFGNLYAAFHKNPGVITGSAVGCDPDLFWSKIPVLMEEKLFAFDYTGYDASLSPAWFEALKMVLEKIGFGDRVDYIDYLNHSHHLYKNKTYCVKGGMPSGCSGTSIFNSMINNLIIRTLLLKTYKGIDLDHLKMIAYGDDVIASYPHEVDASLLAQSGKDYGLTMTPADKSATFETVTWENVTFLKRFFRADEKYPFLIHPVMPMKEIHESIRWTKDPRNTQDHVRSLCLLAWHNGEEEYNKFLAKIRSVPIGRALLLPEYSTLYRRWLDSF
PV pol inh FP z-score: recorded beside PV pol inh, whose call it bears; z-score; measured here: FP z-score; hits read low
An asterisk follows results filed as active; & = joins results of further samples.

Values in the order: PV pol inh, PV pol inh FP z-score
COc1cccc(C(=O)Nc2cccc(C(=O)OCc3cc(=O)n4nc(C(C)C)sc4n3)c2)c1
→ 107, 0.1
COc1ccc(C(C#N)N2N=C(C)CC2c2ccccc2)cc1OC (stereo unspecified)
→ 103, 0.7
C=CCNC(=O)c1cc(-c2ccc(Cl)c(Cl)c2)on1
→ 102, 0.6
CC(C)N(C(=O)CSC1=NCCS1)c1ccccc1
→ 102, -0.1
CN(C)CCCn1cc(C2=C(c3c[nH]c4ccccc34)C(=O)NC2=O)c2ccccc21
→ 99&98, -0.3&0
COc1ccc(/C=N/c2c(-c3ccco3)nc3ccccn23)cc1OC
→ 102, -0.3
Cc1ccc(C(=O)NC(c2ccccc2)c2ccccc2)o1
→ 102, -0.1
C=CCn1cc(C=C2C(=O)OC(c3ccccc3)OC2=O)c2ccccc21 (stereo unspecified)
→ 101, 0.1
CNC(=S)Nc1ccc(C(=O)OC)cc1
→ 100, 0.1
CC(=O)c1ccc(NC(=O)c2ccc(-c3nc(CSc4ccccc4)c(C)o3)cc2)cc1
→ 103, -0.8
CCS(=O)(=O)c1oc(-c2ccc(F)cc2)nc1S(=O)(=O)c1ccc(Br)cc1
→ 113, 1
Cc1nc(COc2cccc(Cl)c2)sc1-c1ccnn1C(=O)C1CC1
→ 101, 0
Cc1ccc2c(c1)n([O-])c1c([n+]2=O)CCCC1
→ 103, 0.2
O=C(NCCc1ccccc1)C(=O)NCC(c1cccnc1)N1CCN(c2ccccc2)CC1 (stereo unspecified)
→ 109, 0.1
CC(CC(=O)NC1CCCCCC1)CC1=NS(=O)(=O)c2ccccc2N1 (stereo unspecified)
→ 104, 0.5
CCCCn1c(CCNC(=O)C(C)C)nc2ccccc21
→ 104, 0.5
CC(=O)Nc1cc(C(=O)NCc2ccc(C)cc2)ccc1S(=O)(=O)c1ccc(Cl)cc1
→ 108, -0.6
NS(=O)(=O)c1ccc(CCNC(=O)CCCn2ncn3c(cc4occc43)c2=O)cc1
→ 101, -0.3
Cc1cc2[nH]c(=O)[nH]c2cc1S(=O)(=O)N1CCOCC1
→ 101, 0.3
COC(=O)c1ccc(NC(=O)Cn2nc(SC)n(N)c2=S)cc1
→ 110, 0.7
CN1C(=O)CC(NCc2ccc(S(N)(=O)=O)cc2)C1=O (stereo unspecified)
→ 101, -0.2
Cc1cccc(-c2nc(N3CCN(c4ccc(F)cc4)CC3)c3ccccc3n2)c1
→ 109, 0.5
CN1C(=O)c2ccc(-c3ccc(C=C4C(=O)NC(=O)NC4=O)o3)cc2C1=O
→ 101, 0
Cc1c(NS(=O)(=O)c2cc(Br)cc3c2N(C(=O)C2CC2)CC3)c(=O)n(-c2ccccc2)n1C
→ 100, 0
Cc1ccc(-c2[nH]nc3c2C(c2ccccc2)C2=C(CC(C)(C)CC2=O)N3)cc1 (stereo unspecified)
→ 102, 0.3
CN(C)CCNC(=S)Nc1ccc(F)c(Cl)c1
→ 100, -0.1
CC(=O)OC1=C(Sc2ccc(Cl)cc2)C(=O)CCC1
→ 103, 0.2
O=C(O)CCc1ccc(-c2cccs2)[nH]1
→ 104, 0.8
Cn1c(SCc2ccccc2Cl)nc2c([nH]c3ccccc32)c1=O
→ 103, -0.9
CC(=O)n1c2ccccc2c2cc(Br)ccc21
→ 103, 0.2
Cc1ccc(C(C)C)c(OC(=O)N(C)C)c1CN(C)C
→ 104, 0.5
COC(=O)C(C)Sc1nc2c([nH]c3ccccc32)c(=O)n1C (stereo unspecified)
→ 101, 0.2
CCOc1ccc(-c2noc(CSc3nnc(-c4ccccc4)n3-c3ccccc3)n2)cc1
→ 107, 0
COC(=O)c1cc2occc2n1Cc1ccc(F)cc1Cl
→ 106, 0
CCOC(=O)N1CCN(C(=O)c2ccc3c(c2)N(C)C(=O)/C(=C/c2ccc(OC)cc2)S3)CC1
→ 100, -0.2
c1ccc(-c2noc(-c3cccnc3NCc3ccco3)n2)cc1
→ 111, 0.7
CCC(C)NS(=O)(=O)c1ccc(OC)c(OC)c1 (stereo unspecified)
→ 99, -0.1
CC(=O)N1c2ccccc2C(=O)C1N1CCN(c2ccccc2F)CC1 (stereo unspecified)
→ 105, -0.4
Cn1ncc2c(N3CCN(c4ccccc4Cl)CC3)ncnc21
→ 103, -0.6
OC(c1cc(C(F)(F)F)nc2c(C(F)(F)F)cccc12)C1CCCCN1 (stereo unspecified)
→ 101&101, 0.3&0.2
Cc1ccc(S(=O)(=O)CCC(=O)Nc2nccs2)cc1
→ 101, -0.1
C=CCN(C(=O)Nc1ccccc1)C1CC(=O)N(c2ccc(OC)cc2)C1=O (stereo unspecified)
→ 100, -0.1
O=C(Nc1cccnc1)c1cc(-c2ccco2)on1
→ 100, -0.2
CNC(=S)N(Cc1ccccc1)Cc1cccnc1
→ 100, -0.2
COc1ccccc1CNC(=O)Cn1c(=O)ccc2cc(S(=O)(=O)N3CCCC3)ccc21
→ 105, -0.6
O=C(NC1CCCC1)c1c[nH]c2ccc(S(=O)(=O)Nc3cccc(C(F)(F)F)c3)cc2c1=O
→ 104, -1.5
N=C1SCC(=O)N1Cc1ccccc1
→ 102, 0.4
COc1ccc(Cl)cc1-n1nnc(-c2nsc(NC(=O)c3ccccc3Cl)n2)c1C
→ 109, 0.8
O=C(Nc1ccc(F)cc1)Nc1ccc(N2CCOCC2)c2nonc12
→ 99, -0.3
CCn1c(N)c(N(C)CCOc2ccccc2)c(=O)[nH]c1=O
→ 101, 0
COc1cc(C(=O)NCC(c2cccnc2)N2CCN(c3ccc(F)cc3)CC2)cc(OC)c1OC (stereo unspecified)
→ 112, 0.9
CN1c2ccccc2N(C)C1c1cccs1
→ 100, -0.5
O=C(CCC1CCCCC1)Nc1ccc2c(c1)OCCO2
→ 100, -0.5
Cc1cccc(OCCSc2nnc(-c3cccs3)o2)c1
→ 108, 0.1
CCCOc1ccc(/C=C(\C#N)C(=O)NC(N)=O)cc1OCC
→ 110, 1.2
CCCCn1c(N)c(N(CC)C(=O)c2ccccc2)c(=O)[nH]c1=O
→ 99, -0.5
CC(=S)Nc1ccc(C(F)(F)F)cc1
→ 100, -0.3
CCCCN1Cc2c(n(CC(N)=O)c3cc(-c4ccccc4)nn3c2=O)C1=O
→ 100, -0.3
COc1ccc(-c2nc3ccccc3o2)cc1NC(=O)COc1cc(C)cc(C)c1
→ 99, -0.6
O=c1cc(CN2CCCCC2)nc2sccn12
→ 106, 0.3

Additional entries follow:
Values in the order: PV pol inh, PV pol inh FP z-score
COCc1cc(C)nc(N)c1C#N
→ 97, -0.6
O=C(Nc1ccc(O)c(C(=O)O)c1)c1ccc(Br)cc1
→ 99, 0.1
COc1ccccc1C(=O)Nc1cccc(Cl)c1
→ 101, 0
COc1cccc(OCC(=O)NC(C(=O)O)C(C)C)c1 (stereo unspecified)
→ 97, -0.4
CN(Cc1ccc(C(F)(F)F)cc1)C(=O)C1CC(=O)N(Cc2ccco2)C1 (stereo unspecified)
→ 106, 0.6
Cc1ccc(C)c(C(=O)COC(=O)c2c(-c3ccccc3)noc2C)c1
→ 105, 0.5
CC1CN(C(=O)N2CCC(C(=O)NCc3cccs3)CC2)c2ccccc2O1 (stereo unspecified)
→ 112, 0.9
COc1cc(C2C(C(=O)c3ccco3)=C(O)C(=O)N2CCc2ccccc2)ccc1O (stereo unspecified)
→ 100, -0.2
CCc1ccc2nc(C(C#N)C3=NS(=O)(=O)c4ccccc43)[nH]c(=O)c2c1 (stereo unspecified)
→ 110, 0.9
CCCCN(CC)CCCNC(=O)CCN1N=C(c2ccc(OC)cc2)CCC1=O
→ 107, 0.1
COc1ccc(S(=O)(=O)Nc2cccc(-c3ccc(N4CCOCC4)nn3)c2)c(OC)c1
→ 99, -0.9
CC1=C(C(=O)Nc2ccccc2C)C(c2ccncc2)n2nc(SCc3ccccc3Cl)nc2N1 (stereo unspecified)
→ 101, -1.1
CCn1c(CN2CCCCCC2=O)nnc1SCc1cnc(-c2ccccc2)s1
→ 99, -0.4
NC1=NC(=O)C(CC(=O)OCC(=O)Nc2cc(Cl)cc(Cl)c2)S1 (stereo unspecified)
→ 110, 0.9
Cc1ccc(-n2c(=O)c3cccnc3n2CC(=O)NCCCc2ccccc2)cc1C
→ 103, 0.3
O=C(NCc1cccnc1)C(F)(F)C(F)(F)C(F)(F)F
→ 101, 0.4
O=C(Nc1ccccc1C(F)(F)F)c1ccncc1
→ 104, 1
Cc1ccc(S(=O)(=O)N(C)c2nc3ccccc3n3c(-c4ccc(Br)o4)nnc23)cc1
→ 101, 0.1
COC(=O)c1ccc(CSc2nnc(-c3ccco3)n2C)o1
→ 102, -0.1
CC1(C)CCC[C@]2(C)C3CC(=O)OC3CCC12 (stereo partly specified)
→ 100, -0.1
COCCNc1ncnc2onc(-c3ccc(F)cc3)c12
→ 110, 0.4
O=C(CSc1nc(-c2cccs2)nc2cc(=O)[nH]n12)Nc1ccccc1
→ 100, -1.3
CCCC(=O)N(Cc1ccccc1)Cc1nc2ccccc2c(=O)[nH]1
→ 101, -0.3
Cc1ccc2c(Cl)cc(Cl)c(OCC(=O)Nc3c(F)cccc3F)c2n1
→ 101, -0.1
O=S(=O)(c1ccc(F)cc1)N1CCC(Oc2ccc(-n3cnnn3)cc2)CC1
→ 101, -1.3
COc1ccc(C)cc1NC(=O)Cn1c(=O)cc(C)c2c(C)nn(C)c21
→ 106, 0.1
Cc1cccc(OCc2nnc(SCC(=O)NC34CC5CC(CC(C5)C3)C4)o2)c1
→ 102, 0
Cc1ccc(NC(=O)c2ccc(=O)n(CC(=O)Nc3cc(C)cc(C)c3)n2)cc1
→ 110, 0.7
Cc1ccccc1N1C(=O)NC(=O)/C(=C\C=C\c2ccco2)C1=O
→ 104, 0.6
CCCc1ccc(/C(=N/O)C(=O)O)s1
→ 101, -0.3

Pulled one by one from the list above (five):
Values in the order: PV pol inh, PV pol inh FP z-score
COc1cc(C2C(C(=O)c3ccco3)=C(O)C(=O)N2CCc2ccccc2)ccc1O (stereo unspecified)
→ 100, -0.2
CCn1c(CN2CCCCCC2=O)nnc1SCc1cnc(-c2ccccc2)s1
→ 99, -0.4
CCCC(=O)N(Cc1ccccc1)Cc1nc2ccccc2c(=O)[nH]1
→ 101, -0.3
COC(=O)c1ccc(CSc2nnc(-c3ccco3)n2C)o1
→ 102, -0.1
Cc1ccc2c(Cl)cc(Cl)c(OCC(=O)Nc3c(F)cccc3F)c2n1
→ 101, -0.1

Of the compounds above, these contain a CF3 group.
Values in the order: PV pol inh, PV pol inh FP z-score
OC(c1cc(C(F)(F)F)nc2c(C(F)(F)F)cccc12)C1CCCCN1 (stereo unspecified)
→ 101&101, 0.3&0.2
O=C(NC1CCCC1)c1c[nH]c2ccc(S(=O)(=O)Nc3cccc(C(F)(F)F)c3)cc2c1=O
→ 104, -1.5
CC(=S)Nc1ccc(C(F)(F)F)cc1
→ 100, -0.3
CN(Cc1ccc(C(F)(F)F)cc1)C(=O)C1CC(=O)N(Cc2ccco2)C1 (stereo unspecified)
→ 106, 0.6
O=C(NCc1cccnc1)C(F)(F)C(F)(F)C(F)(F)F
→ 101, 0.4
O=C(Nc1ccccc1C(F)(F)F)c1ccncc1
→ 104, 1

(next part)
Values in the order: PV pol inh, PV pol inh FP z-score
CCC1CCCCN1C(=O)Cn1c(=O)n(CCC(=O)NCc2ccco2)c(=O)c2sccc21 (stereo unspecified)
→ 102, 0.2
N#CC(c1ccc(F)cc1)N1CCOCC1 (stereo unspecified)
→ 102, 0
CCN1CCN(S(=O)(=O)c2cc(OCC(=O)NC3CCCCC3)c(C)cc2Cl)CC1
→ 99, -0.9
CCCC(/N=C/c1cc(Cl)ccc1O)/N=C/c1cc(Cl)ccc1O
→ 101, -0.1
O=C(Nc1ccccc1)Oc1ccccc1N1CCCCC1
→ 104, 0
CCOC(=O)c1c(S(=O)(=O)NCC(=O)Nc2cccc(SC)c2)c(C)n(C)c1C
→ 104, -0.4
COc1ccc(-n2cc(-c3ccc4c(c3)OCO4)n(CC(=O)Nc3cccc(C)c3)c2=O)cc1
→ 110, -0.5
Cc1c(Cl)cccc1NC(=O)CCS(=O)(=O)c1cccc2nsnc12
→ 101, -1.2
CC(=O)c1ccc(NC(=O)c2cnn(-c3cccc(F)c3)c2-n2cccc2)cc1
→ 107, 0.1
CN(C)c1ccc2c3c(ccc(N(C)C)c13)COC2
→ 100, -1
Cc1ccc(S(=O)(=O)N2CC=C(C(=O)NC3CCCCCC3)CC2)cc1
→ 102, 0.6
CCSc1nnc(SCC(=O)c2c[nH]c3ccccc23)s1
→ 114, 0.7
CCOC(=O)c1c(C)n(-c2ccccc2)c2ccc3c(c12)CN(Cc1ccccc1)CO3
→ 102, -0.1
COc1ccc(OC)c(CNC(=O)C(C)n2c(C)c3cnn(-c4ccccc4)c(=O)c3c2C)c1 (stereo unspecified)
→ 106, -0.4
C=CCNC(=O)C1CCC(C(=O)NCC=C)CC1 (stereo unspecified)
→ 101, -0.5
Cc1nc(-c2ccccc2)sc1C(=O)N1CCC(C(N)=O)CC1
→ 103, 0.6
CC(=O)N1CCCc2cc(S(=O)(=O)N3CCC(C(=O)NC4CCCCC4)CC3)ccc21
→ 101, -1.6
Cc1cc(C)c(N2CC(=O)NCC2=O)c(C)c1
→ 101, -0.3
CCC(CC)NC(=O)Cc1cccs1
→ 100, -0.3
CCN(C(=O)C(C)Sc1nc(C)cs1)c1ccccc1 (stereo unspecified)
→ 99, -0.4
O=C(Cn1c(=O)c2cccn2c2ccccc21)NCCCN1CCCCC1
→ 102, 0.2
O=C(C1CC1c1ccccc1)N1CCOCC1 (stereo unspecified)
→ 99, 0
CC1CN(S(=O)(=O)c2ccc(C(=O)N3CCc4ccccc43)cc2)CC(C)O1 (stereo unspecified)
→ 109, 1
Cc1ccc(-n2nc3c(N4CCCC(C(=O)NCc5ccccc5C)C4)nnc(C)c3c2C)cc1 (stereo unspecified)
→ 109, 0.5
COc1cn(CC(=O)Nc2ccccc2)c(CN2CCCCC2)cc1=O
→ 111, 1
O=C(Cn1cc(SCc2cccc(Cl)c2)c2ccccc21)N1CCOCC1
→ 84, -3.3
C=CCNc1oc(CC(C)C)nc1C#N
→ 106, 0.4

An excerpt (hit frequency here may not be typical).
